High-throughput results from PubChem BioAssay.
RAD54 branch: RAD54 (human) branch migration inhibition; Q92698; RAD54 Holliday junction branch migration, FAM/BHQ fluorescence; inhibition, % at 10.4 µM; hit rate 0.14% among 360,000;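 active = mean normalized replicate activity at least 40 and at least half of replicates scoring 40 or more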;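 note: 0% = median of neutral control wells and 100% = median of positive control wells; inhibitors cause a drop in the FAM fluorescence signal; in these data hits start at about 50%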
ARNT TACC3 PPI: disrupts binding between human ARNT and TACC3; Q9Y6A5; AlphaScreen His-ARNT PAS-B/GST-TACC3 binding, luminescence; TACC3 fragment carries E629A point mutation; inhibition, % at 9.99 µM; hit rate 0.66% among 390,000; AID 623870;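 active = mean inhibition of replicates at least 50% and at least half of replicates each reaching 50%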;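 note: 0% = complete ARNT plus TACC3 wells and 100% = ARNT alone without TACC3; many hits fall short of the cut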
RAD52 anneal inh: RAD52 (human) annealing inhibition | recombinant RAD52 DNA annealing, FRET fluorescence | inhibition, % at 18.7 µM | hit rate 0.46% among 360,000;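 active = every replicate showing at least 50% inhibition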
XiGFP reactiv: reactivates the inactive X chromosome in mouse fibroblasts. XiGFP mouse fibroblasts, % GFP-positive cells imaging, 3 d; cells co-treated with 5-aza-dC sensitizer; scaled so ellipticine positive control = 100%. activation, % at 7.58 µM. hit rate 0.055% among 360,000. AID 743238;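 active = mean normalized replicate activation at least 10% and every replicate at or above 10%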;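 note: 0% = median of on-plate neutral control wells and 100% = ellipticine 6 µM median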
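Material: SV40-immortalized XiGFP fibroblast cells, line 68-5-11 | Buffer or medium: DMEM containing 5-aza-dC | Dosing: One concentration, pinned | Times: 3 d treatment, 15 min room-temperature fixation | Controls: Ellipticine 6 µM positive control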
GSIS activator: GLuc luminescence reporter in INS-1E cells, primary screen for activators of glucose-dependent secretion of insulin; hit rate 0.61% among 370,000; activation, % at 16.6 µM; AID 743287; INS-1E GLuc reporter insulin secretion, 2-3 h;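 active = lowest replicate activation of at least 40%, so every replicate reaches that level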;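 note: 0% = median of neutral control wells and 100% = median of IBMX positive control wells; some compounds called inactive have numbers as strong as hits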
ERAP1 HTS inh: inhibitors of human ERAP1 aminopeptidase | Q9NZ08 | hit rate 0.15% among 340,000 | recombinant ERAP1, Leu-AMC fluorescence, 60 min | inhibition, % at 10.7 µM;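 active = mean replicate inhibition of at least 30%, or all replicates individually reaching that 30% level; inactive = mean below 30% and not every replicate reaching it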;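 note: 0% = neutral control wells and 100% = L-leucinethiol positive control wells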
Target sequence (Q9NZ08 whole entry, looked up): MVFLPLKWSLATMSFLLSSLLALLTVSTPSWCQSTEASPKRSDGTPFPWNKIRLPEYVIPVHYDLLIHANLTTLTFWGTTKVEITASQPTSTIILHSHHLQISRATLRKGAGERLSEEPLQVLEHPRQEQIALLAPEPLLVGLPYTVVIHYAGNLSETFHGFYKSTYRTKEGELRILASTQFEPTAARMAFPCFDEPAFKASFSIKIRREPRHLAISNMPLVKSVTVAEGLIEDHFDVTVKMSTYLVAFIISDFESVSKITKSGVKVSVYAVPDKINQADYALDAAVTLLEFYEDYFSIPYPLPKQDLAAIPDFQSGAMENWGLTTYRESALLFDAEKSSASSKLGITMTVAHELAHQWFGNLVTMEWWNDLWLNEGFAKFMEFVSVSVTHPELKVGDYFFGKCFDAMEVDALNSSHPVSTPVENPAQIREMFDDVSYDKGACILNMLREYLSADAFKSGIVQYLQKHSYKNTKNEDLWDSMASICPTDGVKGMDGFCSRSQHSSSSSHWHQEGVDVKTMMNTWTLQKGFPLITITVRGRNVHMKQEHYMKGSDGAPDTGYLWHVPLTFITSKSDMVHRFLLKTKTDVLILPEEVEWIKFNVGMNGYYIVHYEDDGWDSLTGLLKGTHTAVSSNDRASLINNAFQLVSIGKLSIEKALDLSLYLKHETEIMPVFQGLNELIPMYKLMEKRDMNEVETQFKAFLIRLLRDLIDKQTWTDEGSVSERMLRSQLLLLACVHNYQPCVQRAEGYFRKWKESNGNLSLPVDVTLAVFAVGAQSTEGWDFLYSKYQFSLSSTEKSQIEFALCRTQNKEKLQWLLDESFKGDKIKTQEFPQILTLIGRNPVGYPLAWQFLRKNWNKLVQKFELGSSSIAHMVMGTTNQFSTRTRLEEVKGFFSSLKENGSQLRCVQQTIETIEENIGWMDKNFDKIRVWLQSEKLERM
esBAF inh: blocks esBAF chromatin remodeling in mouse ES cells; Bmi1-luciferase knock-in reporter, 24 h; 100% = twice the neutral-well signal; AID 602393; hit rate 2% among 350,000; reporter increase, % at 12.5 µM; in the data active = activation above about 40%;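 note: 0% = median of the plate's neutral control wells and 100% = double that signal; a rise in the Bmi1 reporter signal indicates esBAF inhibition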
CFTR F508del cor: CFTR F508del correction in bronchial cells. CFBE cells, YFP halide quenching; stimulated with forskolin plus potentiator P3; % fluorescence drop versus neutral controls. activity (quench increase), % at 7.58 µM. hit rate 0.36% among 350,000. AID 720511;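 active = mean added fluorescence quench of at least 8% versus neutral control, with both replicates also reaching 8%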;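 note: cells transiently co-express mutant CFTR-F508del with the halide-sensitive YFP; corrector assay measuring rescue of mutant channel to the surface after 24 h compound exposure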
Active calls of the source: *; . = not tested or not shown; & = joins results of further samples. Hits appear at their usual frequency (roughly 3.3% active in at least one column).

item	Structure	RAD54 branch	ARNT TACC3 PPI	RAD52 anneal inh	XiGFP reactiv	GSIS activator	ERAP1 HTS inh	esBAF inh	CFTR F508del cor
1	O=C(NC(Cc1ccccc1)C(=O)O)/C(=C/c1cccc([N+](=O)[O-])c1)NC(=O)c1cccc(Br)c1 (configuration not stated)	-3	-6	-8	0.0	5	2	-3	0.2
2	CSc1sc(-c2n[nH]c(=S)n2C)c2c1C=CCC2	3	3	-10	0.0	1	0	-4	0.7
3	Cc1ccc(-c2cnc(C(O)c3cc(F)cc(Cl)c3)[nH]2)cc1 (configuration not stated)	1	.	-142	0.0	.	-1	3	-0.1
4	C/C(=N\NC(=O)C1CC1)c1ccccc1O	6	29	5	0.0	14	-1	9	2.9
5	CCOc1ccc(-c2cc(NC(=O)c3c(F)cccc3F)c(C(=O)O)s2)cc1	2	11	-93	0.2	-32	2	0	0.7
6	COc1cccc(-c2cc(C(=O)Nc3cccnc3Cl)no2)c1	16	1	-5	0.0	14	-3	5	-1.9
7	CCCCCCC1CC(CCc2nc(=S)[nH][nH]2)C(=O)O1 (configuration not stated)	-4	.	.	0.0	1	.	-1	.
8	CC(NC(=O)c1ccc(C#N)cc1)C1CC2CCC1C2 (configuration not stated)	0	-25	-14	0.4	3	0	-5	-2.3
9	CC(NC(=O)Cc1ccc(S(=O)(=O)N2CCOCC2)s1)c1ccc(Cl)c(Cl)c1 (configuration not stated)	9	4	-27	0.0	0	1	-1	-2.5
10	COc1ccc(Cc2nc3c4c(ncn3n2)Oc2c(ccc3ccccc23)C4c2ccc(OC)c(OC)c2)cc1 (configuration not stated)	.	-8	-6	-0.1	20	1	.	.
11	Cc1ccc(/C=C/C(=O)O)cc1S(=O)(=O)N(C)CCO	.	-8	-16	0.6	1	10	.	.
12	COc1ccc(C(O)c2nc(-c3ccc(F)c(Cl)c3)cs2)cc1 (configuration not stated)	-6	.	-32	-0.1	-25	0	7	-1.8
13	N#CCC(=O)Nc1ccc(C(=O)OCC(=O)Nc2ccccc2Sc2ccccc2)cc1	.	6	-156	0.0	9	-1	.	0.4
14	COc1ccc(C)cc1NC(=O)CSc1ccc(-c2cccnc2)nn1	-4	1	-12	0.3	4	.	4	-1.0
15	CCc1nnc(NS(=O)(=O)c2ccc(N=Cc3c(C)[nH]n(-c4ccc(C)c(C)c4)c3=O)cc2)s1	-19	40	.	0.1	-10	.	21	.
16	CCN(CC)S(=O)(=O)c1ccc(N2CCCC2)c(NS(=O)(=O)c2cccs2)c1	.	8	-35	0.2	2	-1	.	1.5
17	CCCn1c(N)c(Sc2ccccc2[N+](=O)[O-])c(=O)n(CCC)c1=O	-20	-6	-14	0.4	18	4	5	1.7
18	CCc1nc2ccc(C(=O)Nc3cccc(OC)c3)cn2c1N(C)CCCc1ccccc1	-6	.	-63	0.0	-9	1	-1	2.8
19	O=C1Nc2ccccc2-n2nnnc2C1N1CCN(c2ccc(F)cc2)CC1 (configuration not stated)	.	.	-14	0.2	-4	.	.	1.4
20	COc1ccc(-c2cc(=O)oc3c(C)c(OC(=O)c4cccs4)ccc23)cc1	3	-1	-15	0.1	-4	-4	11	6.1
21	C[C@@H]1CN([C@@H](C)CO)C(=O)c2cccc(NC(=O)CCCCCC(=O)Nc3ccccc3N)c2O[C@@H]1CN(C)Cc1ccc(C(F)(F)F)cc1	6	14	-6	-1.0	-8	-1	-5	-1.5
22	Cc1ccccc1NC(=O)CSc1nnc(C)c(=O)[nH]1	.	-2	-14	-0.1	5	3	.	-1.5
23	C[C@H]1CN([C@@H](C)CO)C(=O)c2cccc(NC(=O)NC3CCCCC3)c2O[C@@H]1CN(C)Cc1ccc(Oc2ccccc2)cc1	4	14	-16	-0.9	17	0	-1	0.9
24	Cc1ccc(NS(=O)(=O)c2ccc(NC(=O)c3ccccc3C(=O)O)cc2)c(C)c1	.	-1	-24	0.3	1	.	.	0.5
25	CCCCCC(=O)Nc1ccc(N2CCOCC2)c(S(=O)(=O)Nc2ccc(OC)cc2)c1	.	-2	-6	0.2	-8	2	.	0.8
26	CC1=NNC(=O)C1C(c1ccc(Cl)cc1)C(C#N)C#N (configuration not stated)	-2	.	4	0.1	.	2	.	2.4
27	Cc1cc(NC(=O)c2cc(-c3cccs3)on2)nn1Cc1ccc(Cl)cc1	-21	-4	.	.	27	.	7	.
28	COc1ccc(/C=C2\Sc3ccc(C(=O)N4CCOCC4)cc3N(C)C2=O)cc1	-5	2	2	0.5	46	0	-4	-1.6
29	c1cc(-c2ccoc2)n2ccnc2c1	-23	.	-304	0.3	-2	-6	-3	0.4
30	COC(=O)c1cn(C(=O)c2ccc(C)cc2C)c2ccccc12	.	2	-3	0.3	2	2	.	11*
31	O=C(O)CSC(C(=O)Nc1ccc(Br)cc1)c1ccccc1 (configuration not stated)	.	-4	2	0.2	-2	7	.	.
32	COc1ccc(NC(=O)C2=CC(c3ccc(OC)cc3)=NS(=O)(=O)N2C)cc1	19	11	-9	0.1	-15	-5	9	0.0
33	Cc1ccc(-c2c[n+](CC(=O)Nc3nc(-c4ccccc4)cs3)c3n2CCC3)cc1	.	5	50	-0.1	-31	4	.	-1.1
34	C/C(=N\OCc1nc2ccccc2c(=O)n1/N=C/c1cc(C)cc([N+](=O)[O-])c1O)c1ccccc1	1	-5	-16	0.1	1	2	1	0.7
35	O=C(COC(=O)/C=C/c1ccccc1[N+](=O)[O-])NNC(=O)c1ccc(F)cc1	-2	.	-6	0.0	-1	1	-7	1.0
36	C[C@H]1CN([C@@H](C)CO)C(=O)Cc2cc(NS(=O)(=O)c3cccs3)ccc2O[C@H]1CN(C)CC1CC1	9	-3	8	0.2	0	-2	5	-0.5
37	CCCCN(C)Cc1c(C)[nH]c2ccc(Cl)cc2c1=O	-9	-7	14	.	5	0	-7	-2.3
38	Cn1c(Cn2c(=O)sc3ccccc32)nnc1SCC(=O)NCCc1ccccc1	7	-13	6	0.2	-1	-1	2	-3.5
39	COc1ccc(NC(=O)N(C)C[C@H]2Oc3c(NC(=O)c4nc5ccccc5s4)cccc3C(=O)N([C@@H](C)CO)C[C@H]2C)cc1	1&-1	25&1	1&-34	-0.8&1.0	-29&-18	2&3	4&16	1.9&-0.1
40	COc1ccccc1-c1noc2ncnc(Nc3ccccc3C)c12	-3	.	-18	0.1	12	-2	-10	2.6
41	Cc1ccc(S(=O)(=O)N2CCN(C(=O)c3ccccn3)CC2)c(C)c1	.	-10	-3	0.0	41	.	.	1.7
42	O=C(c1ccc(O)cc1)c1ccc(O)cc1O	-2	2	-15	0.0	-12	1	15	0.0
43	COc1ccccc1NC(=O)c1ccc(Cl)c(S(=O)(=O)N2CCCCC2)c1	-4	1	-3	0.1	5	3	.	-3.2
44	CCN1CCN(S(=O)(=O)c2c[nH]c(C(=O)OC)c2)CC1	4	-2	-15	-0.3	.	1	0	-0.1
45	CCN(CC1CCCN(CCc2cccc(OC)c2)C1)C(=O)c1ccoc1 (configuration not stated)	-7	17	-10	0.0	-2	-3	.	-1.1
46	COc1ccc2cc(CN(CC3CCCO3)S(=O)(=O)c3ccccc3Cl)c(=O)[nH]c2c1 (configuration not stated)	-9	-1	-8	.	-19	-2	10	.
47	C=C1CCN(C(Cc2ccccc2)C(=O)OC)S(=O)(=O)c2ccc(F)cc21 (configuration not stated)	5	-5	-2	0.0	.	5	-3	0.8
48	C[C@H](O)C#Cc1cnc2c(c1)C(=O)N([C@H](C)CO)C[C@H](C)[C@@H](CN(C)C(=O)c1ccccc1F)O2	-5	-11	-2	0.5	11	1	3	0.1
49	COc1cccc(C(=O)OCC(=O)NCC2CCCO2)c1 (configuration not stated)	.	3	-9	0.1	-3	2	.	2.7
50	O=C(COc1ccc(/C=N/NC(=O)c2ccc(O)cc2)cc1)Nc1cccc([N+](=O)[O-])c1	.	-1	-8	0.0	10	-1	.	-5.1

(list continues)
item	Structure	RAD54 branch	ARNT TACC3 PPI	RAD52 anneal inh	XiGFP reactiv	GSIS activator	ERAP1 HTS inh	esBAF inh	CFTR F508del cor
51	Cc1ccc(-c2nn(-c3ccccc3)cc2C(=O)N2CCOCC2)cc1C	-7	10	-19	0.0	-17	-2	-6	0.2
52	COc1ccc(-c2c[n+]3c(n2-c2c(C)n(C)n(-c4ccccc4)c2=O)CCCCC3)cc1	.	-3	-4	0.0	-1	-1	-11	2.3
53	C[C@@H]1CN([C@H](C)CO)C(=O)Cc2cc(N(C)C)ccc2O[C@@H]1CN(C)S(=O)(=O)c1ccccc1	-3	5	-8	-1.2	27	1	-1	0.8
54	CN1C(=O)c2cc(NC(=O)c3cccc(F)c3)ccc2OC[C@H]2O[C@@H](CC(=O)NCC3CC3)CC[C@@H]21	.	.	7	0.0	1	-2	.	0.8
55	NC(=O)C1CCCN(C(=S)Nc2cccc3ccccc23)C1 (configuration not stated)	4	5	-11	0.2	-20	1	6	-1.7
56	C[C@@H]1CN([C@@H](C)CO)C(=O)CCCn2cc(nn2)CO[C@H]1CN(C)Cc1ccc2c(c1)OCO2	.	.	.	-0.2	-12	.	-1	-3.2
57	COc1cc(CCCN2C(=S)NC[C@@H]2c2ccccc2)cc(OC)c1OC	-1	18	1	0.2	-18	.	0	-2.5
58	Cn1c(N)c(C(=O)COC(=O)c2ccc([N+](=O)[O-])o2)c(=O)n(C)c1=O	13	-6	-8	-0.2	.	-3	.	-3.7
59	COc1ccccc1CNC(=O)COC(=O)C1CCN(S(=O)(=O)c2c(Cl)cccc2Cl)CC1	10	-8	0	0.1	4	1	-6	0.3
60	Cc1noc(C)c1S(=O)(=O)Nc1ccc2c(c1)C(=O)N([C@@H](C)CO)C[C@@H](C)[C@H](CN(C)C(=O)CCC(F)(F)F)OCCCC[C@H](C)O2	5	-3	3	-0.9	-11	-3	-2	-2.0
61	O=C1NC(=O)C(Cc2ccc(O)cc2)N1 (configuration not stated)	-7	-27	-1	.	5	-2	-1	0.8
62	CCOC(=O)C1=C(O)C(=O)NC(c2ccccc2)=C(OC2CCCCC2)C1	.	-2	-17	0.4	-7	3	.	-2.3
63	CCN(CC)C(=O)C1=C(C)N(CCCN2CCCC2=O)C(=O)C(CC(=O)NCCCCc2ccccc2)C1 (configuration not stated)	-5	.	1	0.4	5	-4	3	-0.5
64	Cc1cc(OCC(=O)Nc2cc(S(=O)(=O)N3CCOCC3)ccc2N2CCCC2)ccc1C(C)C	.	1	-11	0.0	13	-2	.	1.4
65	COc1cccc(-n2cnc3sc(C)cc3c2=O)c1	2	1	-5	-0.1	7	0	-3	-0.8
66	CSc1cccc(NC(=S)Nc2ccc(F)cc2)c1	-2	-14	-21	0.0	1	-5	31	-1.9
67	CCC(C)(C)c1ccc(Oc2ccc(N)cc2)cc1	-5	.	-31	-0.1	3	0	-82	-5.2
68	CC(C)(C)c1ccc(C(=O)OCC(=O)NC2CC2)cc1	-7	-9	-7	-0.1	-4	2	2	-8.5
69	O=C(C1CCCC1)N1CC(=O)N2[C@H](CO)[C@H](c3ccc(Br)cc3)[C@H]2C1	.	.	9	0.2	-16	0	.	-1.3
